HDAC3 inh = human HDAC3 inhibition | O15379 | recombinant HDAC3, fluorogenic peptide/trypsin coupled, fluorescence | inhibition, % at 8.3 µM | 0.15% of 320,000 active | AID 2718; in the data active = inhibition above about 26%, passing the limit was not always enough; inconclusive = no clear call, values can overlap the other calls
Target sequence (O15379 whole entry, looked up): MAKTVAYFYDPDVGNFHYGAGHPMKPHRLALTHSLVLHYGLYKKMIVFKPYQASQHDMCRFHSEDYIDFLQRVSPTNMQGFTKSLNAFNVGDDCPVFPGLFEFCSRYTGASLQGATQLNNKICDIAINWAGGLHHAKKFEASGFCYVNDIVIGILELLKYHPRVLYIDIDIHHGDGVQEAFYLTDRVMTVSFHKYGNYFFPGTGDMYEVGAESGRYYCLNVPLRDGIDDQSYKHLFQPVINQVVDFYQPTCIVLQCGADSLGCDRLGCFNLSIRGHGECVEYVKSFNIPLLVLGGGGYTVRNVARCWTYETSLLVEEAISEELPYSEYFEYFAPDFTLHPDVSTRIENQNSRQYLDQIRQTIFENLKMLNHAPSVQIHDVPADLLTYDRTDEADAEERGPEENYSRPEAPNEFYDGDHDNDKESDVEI
KCNQ1 pot = human KCNQ1 channel potentiation or activation; B-score at 10 µM; 0.35% of 310,000 active; CHO-K1 KCNQ1, thallium flux FluxOR fluorescence; hits give high values;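 active = fluorescence ratio B-score, a plate-corrected score, at least three library SD, with initial intensity B-score within 5 SD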
Target sequence (P51787 whole entry, looked up): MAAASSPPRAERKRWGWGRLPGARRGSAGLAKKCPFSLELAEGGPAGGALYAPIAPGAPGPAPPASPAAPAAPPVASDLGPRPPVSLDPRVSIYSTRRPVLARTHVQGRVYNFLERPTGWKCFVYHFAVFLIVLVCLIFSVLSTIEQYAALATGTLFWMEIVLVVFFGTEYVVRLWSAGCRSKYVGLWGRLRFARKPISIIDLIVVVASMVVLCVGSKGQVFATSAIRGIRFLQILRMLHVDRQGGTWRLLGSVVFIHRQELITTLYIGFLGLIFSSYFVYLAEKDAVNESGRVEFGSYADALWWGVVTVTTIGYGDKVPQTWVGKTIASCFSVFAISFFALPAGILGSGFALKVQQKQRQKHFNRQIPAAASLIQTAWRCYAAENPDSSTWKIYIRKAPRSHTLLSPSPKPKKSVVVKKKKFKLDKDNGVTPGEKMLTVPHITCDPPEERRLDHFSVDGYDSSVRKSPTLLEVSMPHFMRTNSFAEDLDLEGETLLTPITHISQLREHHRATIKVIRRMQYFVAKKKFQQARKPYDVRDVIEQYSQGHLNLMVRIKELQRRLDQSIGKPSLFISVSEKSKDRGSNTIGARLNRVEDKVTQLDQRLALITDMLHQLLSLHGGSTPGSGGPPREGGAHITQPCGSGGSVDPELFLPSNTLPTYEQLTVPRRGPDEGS
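assay system = CHO-K1 cells stably expressing KCNQ1 | medium = assay buffer, equal DMSO in all wells | timing = 37 °C overnight plating, 90-min dark dye load, 20-min compound pretreatment | measured by = kinetic FluxOR thallium fluorescence, 10-s 1-Hz baseline, 110-s post-stimulus read | measure = fluorescence change relative to baseline, converted to B score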
DYRK1A inh = Dyrk1A (rat) kinase inhibition | Q63470 | ADP-Glo luminescence, NFATc1 peptide | inhibition, % at 12.5 µM | 0.43% of 310,000 active; in the data active = inhibition above about 50%;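 also: plate controls were vehicle with enzyme for no effect and no enzyme for full effect; many of its hits are not listed in these tables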
KCNK3 block = human KCNK3 channel inhibition, primary screen; AID 602410; CHO-KCNK3 thallium flux, FluxOR fluorescence; hits give low values; B-score at 10 µM; 0.84% of 340,000 active;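 active = B-score under library mean minus 4 SD, starting fluorescence ratio at most library mean plus 5 SD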;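 also: more negative B-score means stronger inhibition of thallium flux through KCNK3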
TRPC4 potent = allosterically enhances the mouse TRPC4 cation channel; AID 2227; HEK293 TRPC4beta/mu-opioid, DAMGO EC20, Fluo-4 Ca2+ flux; hits give high values; 0.42% of 310,000 active; B-score at 10 µM; Q9QUQ5;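 active = B-score of calcium response area above 5 SD of library B-scores, with initial fluorescence ratio within 5 SD of library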;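 also: B-score of integrated fluorescence ratio over time as area under calcium response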
ANO1 block = blocks the mouse calcium-activated chloride channel TMEM16A; Q8BHY3; HEK293 TMEM16A/YFP iodide influx fluorescence, ionomycin; normalized B-score (activity score, 25-100; higher = stronger inhibition) at 10 µM; 1.2% of 310,000 active; AID 588511;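 active = ratio plate-corrected score three or more library SD toward inhibition, starting fluorescence score within five deviations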;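 also: score derived from kinetic fluorescence span divided by baseline fluorescence per well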
KCNQ1 block = human KCNQ1 channel inhibition; P51787; CHO-K1 KCNQ1, FluxOR thallium flux fluorescence; hits give high values; B-score at 10 µM; 1.3% of 310,000 active;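 active = compounds whose thallium flux B-score, printed positive for inhibition, exceeds three library SD while starting fluorescence stays within three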;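 also: channel opened by potassium depolarization with thallium stimulus after 20 min compound exposure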
TMEM16A act = activators or potentiators of mouse TMEM16A chloride channel; Q8BHY3; AID 623877; 0.3% of 340,000 active; HEK293 TMEM16A/YFP-H148Q/I152L, iodide quench fluorescence; hits give low values; B-score at 10 µM;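 active = fluorescence-ratio B-score plate-corrected deviation score at least 3 library SD below zero, with starting fluorescence score within 5 deviations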;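 also: channel opened by trigger with iodide after compound preincubation; score built on the fluorescence ratio of max minus min over baseline; more negative score means more quench and so TMEM16A activation or potentiation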
hERG protect = compounds protecting human hERG from proarrhythmic drug block | activation (rescue from dofetilide block), less the hit threshold, % at 10 µM | 0.51% of 310,000 active | CHO-hERG, FluxOR thallium flux, dofetilide IC70 present | Q12809;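 active = activation above the mean of controls blocked by dofetilide plus 5 SD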;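 also: thallium influx through hERG after potassium depolarization seen as dye fluorescence rise; in these data hits start at about 4.7%; inactives centre near -7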
KCNK9 block = inhibitors of human KCNK9 two-pore domain potassium channel | 1.2% of 310,000 active | HEK293 KCNK9, FluxOR thallium flux fluorescence; hits give low values | AID 488922 | Q9NPC2 | B-score at 10 µM;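 active = ratio B-score over 3 SD below the library mean, with starting fluorescence within 5 SD of its mean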;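 also: negative B-score means less thallium flux so channel inhibition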
TRPC4 agonist = activators of mouse TRPC4 channel | Q9QUQ5 | HEK293 TRPC4beta/mu-opioid, Fluo4 calcium fluorescence; hits give high values | B-score at 10 µM | 0.49% of 310,000 active | AID 2237;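 active = B-score above 5 SD of library B-scores, and initial fluorescence ratio not above library mean plus 5 SD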;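 also: positive B-score marks a calcium rise read as TRPC4 activation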
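Incubation: 45 min room-temperature Fluo4 loading, 110 s read / System: HEK293 cells stably co-expressing mouse TRPC4beta and mu-opioid receptor / Signal: Fluo4 fluorescence, kinetic / Control set: buffer (low) and maximal DAMGO (high) / Measure: integrated baseline-normalised fluorescence ratio, converted to per-well B score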
* hit, by the source's call; i = inactive; ? = inconclusive; . = not tested or not shown. The list is partial; count on the stated rates, not on these rows.

SMILES | HDAC3 inh | KCNQ1 pot | DYRK1A inh | KCNK3 block | TRPC4 potent | ANO1 block | KCNQ1 block | TMEM16A act | hERG protect | KCNK9 block | TRPC4 agonist
O=S(=O)(NCCN1CCCC1)c1ccc(Cl)cc1 | -1.7 | i | -7.8 | i | i | i | i | i | -3.4 | i | i
COc1ccc(N2CC(NC(=O)N3CCc4ccccc43)CC2=O)cc1OC (stereo not drawn) | 3.7 | i | 1.8 | i | i | i | i | i | -8.1 | i | i
Cc1ccc(N(CC(O)Cn2nc(C)cc2C)S(=O)(=O)c2ccc3ccccc3c2)cc1 (stereo not drawn) | -3.6 | i | -4.9 | i | i | i | i | i | -10.1 | i | i
CN(C)S(=O)(=O)c1ccc(Cl)c(C(=O)NC2CCCCCCC2)c1 | 4.7 | i | -9.6 | i | i | i | i | i | -7.1 | i | i
Cc1ccc(C(=O)Nc2cc3[nH]c(=O)oc3cc2C)cc1 | -1.2 | i | -6.2 | i | i | i | i | i | -6.6 | i | i
Cc1cc(C=C2C(=O)c3ccccc3C2=O)c(C)n1C | 3.8 | i | 1.4 | i | i | i | i | i | -5.2 | i | i
Cc1nc(CNS(=O)(=O)c2ccccc2F)cs1 | 1.5 | i | -0.2 | i | i | i | i | i | -4.3 | i | i
Cc1cc(C)nc(N/N=C/C2=C(N3CCOCC3)C(=C\c3ccc(Cl)cc3)/CC2)n1 | 6.5 | i | -4.9 | i | i | i | i | i | -9.1 | i | i
Cc1ccc(-c2nc3ccccc3[nH]2)cc1NC(=O)c1sc2cc(Cl)ccc2c1Cl | . | i | -3.9 | i | i | i | i | i | -13.3 | i | i
O=C(NNc1ccccc1[N+](=O)[O-])Nc1cccc(Cl)c1 | 2.3 | i | 4.2 | i | i | i | i | i | -14.8 | i | i
CC(=O)c1c(C)[nH]c(C(=O)N(C)CC(=O)Nc2ccc(Cl)c(C(F)(F)F)c2)c1C | 2.2 | i | -7.1 | i | i | i | i | i | -8.4 | i | i
CC(=O)Nc1ccc(NS(=O)(=O)c2ccc3[nH]c(=O)[nH]c3c2)cc1 | -12.8 | i | -2.1 | i | i | i | i | i | -7.3 | i | i
CCOC(=O)c1noc(C)c1C(=O)Nc1cccc(F)c1 | -1.3 | i | -7.8 | i | i | i | i | i | -9.4 | i | i
COCCN1C(=O)c2ccc(C(=O)NCc3ccco3)cc2C1=O | -2.5 | i | -1.0 | i | i | i | i | i | -7.6 | i | i
CC(=O)c1ccc(-c2ccc(C(=O)NC3CC(C)(C)NC(C)(C)C3)o2)cc1 | -127.2 | i | -2.3 | i | i | i | i | i | -9.1 | i | i
CCC(Sc1nc(-c2ccccc2)c(C#N)c(=O)[nH]1)C(=O)Nc1nnc(C)s1 (stereo not drawn) | 5.1 | i | -4.7 | i | i | i | i | i | -0.9 | i | i
O=C(CN1CCOCC1)N/N=C/C=C/c1ccccc1 | 15.8 | i | -1.3 | i | i | i | i | i | -0.6 | i | i
COc1ccc(/C=N\NC(=O)c2sccc2C)cc1Cn1nc(C)cc1C | 7.1 | i | 3.3 | -8.84* | i | i | i | i | -14.9 | -8.25* | i
O=C(O)c1cccc(N=NN2CCOCC2)c1 | ? | i | -0.5 | i | i | i | i | i | -1.8 | i | i
O=C(NCc1ccco1)c1cccc(S(=O)(=O)N2CCOCC2)c1 | -3.4 | i | -1.0 | i | i | i | i | i | -4.6 | i | i

Single records (already shown). Values in the order: HDAC3 inh, KCNQ1 pot, DYRK1A inh, KCNK3 block, TRPC4 potent, ANO1 block, KCNQ1 block, TMEM16A act, hERG protect, KCNK9 block, TRPC4 agonist
COCCN1C(=O)c2ccc(C(=O)NCc3ccco3)cc2C1=O in the list: -2.5, i, -1.0, i, i, i, i, i, -7.6, i, i
O=C(O)c1cccc(N=NN2CCOCC2)c1 in the list: ?, i, -0.5, i, i, i, i, i, -1.8, i, i

(next part)
SMILES | HDAC3 inh | KCNQ1 pot | DYRK1A inh | KCNK3 block | TRPC4 potent | ANO1 block | KCNQ1 block | TMEM16A act | hERG protect | KCNK9 block | TRPC4 agonist
CCC1(CC)NC(=O)N(CC(=O)OCC(=O)NC(=O)c2ccccc2)C1=O | 2.8 | i | -7.5 | i | i | i | i | i | 1.6 | i | i
COC(=O)c1ccc(Cn2nc(C)c(Br)c2C)cc1 | 2.9 | i | -4.6 | i | i | i | i | i | -5.5 | i | i
CCOc1ccccc1N(CC(=O)N(C)Cc1ccccc1)S(=O)(=O)c1ccccc1 | 6.1 | i | 0.6 | i | i | i | i | i | -3.9 | i | i
COc1ccccc1N(C)S(=O)(=O)c1ccc(C(=O)OCC(=O)N2CCCCCC2)cc1 | -0.3 | i | -1.3 | i | i | i | i | i | -13.1 | i | i
CN(C)/C=C(\C=O)c1c(Cl)cccc1Cl | 2.1 | i | -7.1 | i | i | i | i | i | -1.2 | i | i
O=C1N/C(=N/N=C/c2ccccc2)SC1(c1ccccc1)c1ccccc1 | 7.9 | i | -6.8 | i | i | i | i | i | -2.4 | i | i
Cc1nc2ccccc2c(=O)n1NC(=O)C1CC1C (stereo not drawn) | . | i | -0.2 | i | i | i | i | i | -12.2 | i | i
CCN(CC)S(=O)(=O)c1ccc(OC)c(NC(=O)c2ccc3c(c2)OCO3)c1 | 1.2 | i | 3.5 | i | i | i | i | i | -6.0 | i | i
O=C1CCc2cc(S(=O)(=O)NC(Cc3ccccc3)C(=O)N3CCN(c4ccccn4)CC3)ccc2N1 (stereo not drawn) | -0.9 | i | -4.4 | i | i | i | i | i | -8.5 | i | i
O=C(NCCc1ccccc1)Nc1ccc2c(c1)OCO2 | 3.2 | i | -0.8 | i | i | i | i | i | -9.6 | i | i
COc1ccc2c(c1OC)C(=O)OC2N1C(=O)CC[C@H]1C(=O)Nc1ccc(F)cc1F (stereo partly drawn) | 5.4 | i | 1.3 | i | i | i | i | i | -7.3 | i | i
CCC1(c2ccc(F)cc2)NC(=O)N(CC(=O)Nc2ccc(C)c(S(=O)(=O)N3CCOCC3)c2)C1=O (stereo not drawn) | -9.6 | i | -1.8 | i | i | i | i | i | -11.0 | i | i
Cc1cc(-c2ccccc2)nc(N(C)NC(=O)c2c(F)cccc2F)c1S(C)(=O)=O | -17.6 | i | 3.6 | i | i | i | i | i | -12.7 | i | i
CCC(NC(=O)COc1cc2c(c3oc(=O)c(C)c(C)c13)CCC(C)(C)O2)C(=O)O (stereo not drawn) | -107.3 | i | -2.9 | i | i | i | i | i | -8.2 | i | i
Cc1cc(C)n(-c2cc(C(C)(C)C)nc3c(-c4ccccc4)cnn23)n1 | 10.0 | i | 1.9 | -12.6* | i | i | 8* | i | -8.3 | i | i
O=C(OCCOc1ccc(Br)cc1)c1ccc(Cl)nc1 | 1.6 | i | 4.2 | -10.6* | i | i | i | i | -6.8 | i | i
O=S(=O)(c1ccc(Br)s1)N1CCCCC1 | 0.0 | i | -4.4 | i | i | i | i | i | -0.3 | i | i
Cc1cc[n+](Cc2ccccc2)c(N)c1 | -0.5 | i | 2.3 | i | i | i | i | i | -8.7 | i | i
CC(C)(C)NS(=O)(=O)c1ccc(Oc2ncc(C(F)(F)F)cc2Cl)cc1 | 3.6 | i | -5.3 | i | i | i | i | i | -2.0 | i | i
O=[N+]([O-])c1ccc2c(c1)nc1n2CCN(c2ccccc2)C1 | 7.1 | i | 3.2 | i | i | i | i | i | -3.1 | i | i
CC(C)CN(C(=O)CN1CCN(c2ccccc2F)CC1)c1c(N)n(CC(C)C)c(=O)[nH]c1=O | -1.0 | i | 1.8 | i | i | i | i | i | -2.7 | i | i
Cc1c(C(=O)NCC(c2ccco2)N2CCCC2)oc2ccc(Cl)cc12 (stereo not drawn) | 2.4 | i | . | i | i | i | i | i | -10.8 | i | i
CCn1cc(C(=O)N2CCCCC2)c(=O)c2cc(S(=O)(=O)N3CCC(C)CC3)ccc21 | -0.5 | i | -2.5 | i | i | i | i | i | -13.6 | i | i
C/C(=N\NC(=O)CC1N=C(Cc2ccccc2)NNC1=O)c1ccc(Cl)cc1Cl (stereo not drawn) | 0.7 | i | 1.5 | i | i | i | i | i | -7.2 | i | i
Cc1nc2nc(-c3ccco3)[nH]n2c(=O)c1C | -1.5 | i | 2.3 | i | i | i | i | i | -9.1 | i | i
Cn1cnnc1SCC(=O)NN1C(=O)NC(C)(c2ccccc2)C1=O (stereo not drawn) | 9.9 | i | -2.4 | i | i | i | i | i | -7.8 | i | i
O=C(CSc1nc2ccccc2[nH]1)N=Nc1c(O)[nH]c2ccccc12 | 1.4 | i | 4.2 | i | i | i | i | i | -14.5 | i | i
CCn1c2ccccc2c2nnc(SCC(=O)NC(CC(C)C)C(=O)OC)nc21 (stereo not drawn) | 2.4 | i | -0.8 | i | i | i | i | i | -10.9 | i | i
COc1ccc(NC(=S)NCCSc2ccc(Cl)cc2)c(OC)c1 | 3.2 | i | 8.7 | i | i | i | i | i | -7.0 | i | i
Cc1cccc(NC(=O)NNC(=O)c2ccc3ccccc3c2O)c1 | -11.6 | i | 0.8 | i | i | i | i | i | -18.0 | i | i
O=C(c1ccc(-c2cccc(C(F)(F)F)c2)o1)N1CCCC(C(F)(F)F)C1 (stereo not drawn) | 29.8* | i | 0.6 | i | i | i | i | i | -10.2 | i | i
CC/C(=N/Nc1ccccc1Cl)c1cnnc(-c2ccccc2)n1 | -5.3 | i | -3.9 | i | i | i | i | i | -16.8 | -13.5* | i
Cc1cc(C)nc(NC(=O)c2c(-c3ccccc3Cl)noc2C)c1 | 0.7 | i | -0.2 | i | i | i | i | i | -1.2 | i | i
CCOc1ccccc1NC(=O)c1ccc2c(=O)n3c(nc2c1)CCCCC3 | 0.8 | i | -4.5 | i | i | i | i | i | -15.2 | i | i
O=C1c2ccccc2NC(c2cccc(F)c2)N1Cc1ccco1 (stereo not drawn) | -9.1 | i | 3.2 | i | i | i | i | i | -6.2 | i | i
COc1cccc2sc3ccc(NCCC4CCCN4C)cc3c(=O)c12 (stereo not drawn) | -3.9 | i | 17.0 | i | i | i | i | i | -7.1 | i | i
CCc1nn(CC(=O)NCCCN(CC)Cc2ccccc2)c(=O)c2cc3sccc3n12 | 1.4 | i | -2.7 | i | i | i | i | i | -0.2 | i | i
Cc1ccc(C(C(=O)NC(C)(C)C)N(CC2CCCO2)C(=O)c2csnn2)cc1 (stereo not drawn) | 1.5 | i | 2.5 | i | i | i | i | i | -4.8 | i | i
O=C(Cc1ccccc1)N1CCCC(c2nc(-c3cccs3)no2)C1 (stereo not drawn) | -0.8 | i | 0.8 | i | i | i | i | i | -6.3 | i | i

From PubChem
